# Compound activity from PubChem.
# KB-3-1 tox = qHTS assay for MDR1-selective chemotherapeutics: Primary screen using the parental adenocarcinoma cell KB-3-1. Potency, µM (series often up to 46.1 µM), for the others: at the highest dose activity change, negative = cytotoxic, most hits filed as cytotoxic. AID 1347075, 2019. 1.4% of 400,000 active. KB-3-1 viability, CellTiter-Glo ATP luminescence, 72 h; also: potency is read from the fitted curve at half-maximal effect; % is scaled to controls: 0 for no effect and ±100 for the full control effect; nearly all actives have a fitted effect of over 60% in size
#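 Here the drug-naive KB-3-1 line serves as comparator for MDR sub-line selectivity; cells received compound titrations, 72 h at 37 °C, then CellTiter-Glo readout.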
# HT1080 IDH1KD tx = qHTS for induction of synthetic lethality in tumor cells producing 2HG: qHTS for the HT-1080-IDH1KD cell line; AID 686971, 2013; Potency, µM (doses to about 46.1 µM), inactives show at the highest dose activity, negative = toxicity, usual class: cytotoxic; HT-1080 IDH1 knockdown viability, ATP luminescence, 48 h; 2% of 360,000 active;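 also: potency is read from the fitted curve at half-maximal effect; 0% = DMSO wells and -100% = cell-free medium wells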
#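 Knockdown cells (IDH1KD HT-1080) received compounds 2 h after plating at 750 cells/well and were kept 48 h at 37 °C in 5% FBS RPMI. A CellTiter-Glo luminescence read gave % activity for curve fitting.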
# IL-1B inflam inh = qHTS for Inhibitors of Inflammasome Signaling: IL-1-beta AlphaLISA Primary Screen | 4.7% of 360,000 active | activity change, % at 57.5 µM | THP-1 LPS/ATP IL-1B secretion, AlphaLISA, 16 h; stronger effect = lower value; in the data active = activity change below about -50%; inconclusive = mostly about -30% to -49%; also: % is scaled to controls: 0 for no effect and ±100 for the full control effect
#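 Secreted IL-1B measured by AlphaLISA bead assay after 16 h compound exposure of THP-1 cells; compounds (final up to 57.5 uM) added 1 h before LPS (250 ng/mL) and ATP (1.25 mM) stimulation; lower signal means less secretion.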
# ATXN viability = Viability Counterscreen for Primary qHTS for Inhibitors of ATXN expression | S2 cells (HEK-293 line with an ATXN2-luciferase reporter) viability, CellTiter-Fluor protease fluorescence, 24 h | Potency, µM (top dose mostly 56.7 µM), usual class: cytotoxic | 0.49% of 400,000 active | AID 651635, 2014; also: potency is read from the fitted curve at half-maximal effect; nearly all actives have a fitted effect of over 40% in size
# SW480 rereplic = A quantitative high throughput screen for small molecules that induce DNA re-replication in SW480 colon adenocarcinoma cells; Potency, µM (series often up to 46.1 µM), for the others: top-dose re-replication activation, most hits filed as activators; 1.8% of 340,000 active; SW480 DNA re-replication, Hoechst DNA content imaging, 48 h; also: potency is read from the fitted curve at half-maximal effect; % of control where 0% means no effect; nearly all actives have a fitted effect of over 55% in size
#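 Cells (250 per well) received 23 nL compound or DMSO by pin tool and were kept 48 hr at 37 C, 5% CO2. Nuclei were then stained with Hoechst for 40 min and scanned for DNA content.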
# ATXN2 expr inh = Primary qHTS for Inhibitors of ATXN expression; AID 1745845, 2022; 0.72% of 360,000 active; HEK-293 ATXN2-luciferase reporter, luminescence, 24 h; Potency, µM (series often up to 57 µM), for the others: at the highest dose activity change, negative = inhibition, usual class: inhibitors; also: potency is read from the fitted curve at half-maximal effect; % is scaled to controls: 0 for no effect and ±100 for the full control effect; nearly all actives have a fitted effect of over 55% in size
#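 qHTS (up to 57 uM final) was run with 24 h compound exposure of reporter cells at 37 °C. Each well was multiplexed: SteadyGlo luminescence measured ATXN2-luciferase expression after a fluorogenic Gly-Phe-AFC viability readout (25 uM final).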
# HepG2 viability = qHTS for Inhibitors of TGF-b: Cytotox Counterscreen; 0.76% of 410,000 active; HepG2 CAGA-GFP viability, ATP luminescence, 18 h; AID 588856, 2011; Potency, µM (top dose mostly 46.1 µM), for inactives: at the highest dose activity change, negative = cytotoxicity, hits mostly cytotoxic; also: potency is read from the fitted curve at half-maximal effect; some results filed as inactive show a strong effect at the top dose
#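 CellTiter-Glo luminescence gave cytotoxicity after 18 hours at 37 degrees C. The cells were HepG2 CAGA-GFP in 1% FBS DMEM, stimulated with 500 pg/mL TGF-beta after compound addition. %Activity was normalised to no-cell wells (complete cell-killing) and DMSO (no toxicity), and curves were fitted and classified.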
# HT1080-NT tox = qHTS for induction of synthetic lethality in tumor cells producing 2HG: qHTS for the HT-1080-NT fibrosarcoma cell line; Potency, µM (doses to about 46.1 µM), inactives show at the highest dose activity, negative = less viability, usual class: cytotoxic; 1.6% of 360,000 active; HT-1080-NT fibrosarcoma viability, CellTiter-Glo ATP luminescence, 48 h; AID 686970, 2013;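 also: NT is the 2HG producing partner of a matched IDH1 knockdown line; potency is read from the fitted curve at half-maximal effect; 0% = DMSO-treated cells and -100% = media-only wells without cells; nearly all actives have a fitted effect of over 55% in size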
#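 HT-1080-NT fibrosarcoma cells (2HG-overproducing), 750 cells/well in RPMI with 5% FBS, dosed after 2 h and incubated 48 h at 37C. CellTiter-Glo luminescence normalized to DMSO and no-cell wells; concentration-response curves fitted and classed.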
# MCF10A rerep = A quantitative high throughput screen for small molecules that induce DNA re-replication in MCF 10a normal breast cells; MCF 10A DNA re-replication, Hoechst nuclear intensity, 48 h; Potency, µM (titrated, usually from 46.1 µM), without a hit: at the highest dose activity, positive = re-replication, hits mostly activators; 2.9% of 350,000 active; AID 624296, 2012; also: potency is read from the fitted curve at half-maximal effect; % of control where 0% means no effect; nearly all actives have a fitted effect of over 50% in size
# The depositor's hits bear a star; i = inactive; ? = inconclusive; · = not tested or not shown; & = joins results of further samples; [ ] = remark or other dose. Unless noted, calls follow the shape of the dose curve; as a rule, active = well fitted curve in the direction sought with a large enough effect; inconclusive = small, poorly fitted or top-dose-only effect, or another doubt; inactive = no such curve, though single readings can be large; an effect the other way counts as inactive or inconclusive.
mol	SW480 rereplic	IL-1B inflam inh	MCF10A rerep	HT1080 IDH1KD tx	HepG2 viability	KB-3-1 tox	ATXN2 expr inh	HT1080-NT tox	ATXN viability
Cc1cc(C)cc(N(CC(=O)NCC2CCCO2)S(=O)(=O)c2c(C)noc2C)c1 (configuration not stated)	5%	-8	-1%	4%	8%	-13%	-1%	24%	i
COc1ccc(-c2cc(C(=O)N(C)CC(=O)Nc3ccccc3Br)c3ccccc3n2)cc1OC	-29%	-29	-2%	-18%	-14%	-4%	6%	?	i
Cc1ccc(-n2c3c(cc(C(=O)NC4CCSC4=O)c2=O)C(=O)CCC3)cc1 (configuration not stated)	-11%	12	7%	-4%	-4%	18%	-2%	1%	i
CCCCc1c(C)[nH]c2nc3ccccc3n2c1=O	-4%	-5	-12%	5%	10%	1%	40%[activator]	3%	i
CCC(Sc1nc(-c2ccccc2)c(C#N)c(=O)[nH]1)C(=O)Nc1cc(C)on1 (configuration not stated)	6%	20	7%	3%	-33%	-5%	-2%	1%	i
COc1ccc(NC(=O)CCNS(=O)(=O)c2cccc3nsnc23)cc1Cl	·	·	·	·	-1%	15%	-5%	·	i
COc1ccc(OC)c(C2CC(=O)N3CN(c4ccccc4F)CSC3=C2C#N)c1 (configuration not stated)	-5%	20	9%	1%	-1%	0%	-28%	7%	·
Nc1nonc1C(=O)N1CCCC1	3%	25	5%	2%	0%	0%	1%	-2%	i
Cc1ccc(/C=C2\Sc3ccccc3C2=O)s1	9%	12	23µM*	2%	-24%	0%	48%[activator]	1%	?
CC1(c2ccc3noc(-c4ccc(F)cc4)c3c2)OCCO1	0%	?	10%	0%	-22%	-5%	4%	1%	i
CC1CCc2c(sc(NC(=O)C3c4ccccc4Oc4ccccc43)c2C#N)C1 (configuration not stated)	·	·	·	·	-13%	1%	10%	·	i
COc1ccc([C@H]2C[C@H](O)[C@@H](n3cc(COC(=O)c4ccccc4)nn3)CN2C(=O)C2CCCCC2)cc1	·	-16	·	-6%	-2%	0%	-13%	-4%	i
COC(=O)c1ccccc1NC(=O)c1nc(-c2ccc(Cl)cc2)n2c1CCCCC2	·	·	·	·	2%	-1%	5%	·	i
CCN(CC(=O)NCc1ccc(Cl)cc1)C(=O)CSc1cccc(C(F)(F)F)c1	-7%	-28	9%	-4%	-4%	4%	1%	-4%	i
Cc1ccc(Nc2n[nH]c(C)c2[N+](=O)[O-])c(C)c1	-14%	64	-4%	1%	-23%	0%	42%[activator]	1%	i
CCOc1ccc(N/C(C)=C\C(=O)c2ccc3c(c2)OCCO3)cc1	-2%	-11	?	1%	8%	8%	18%	11%	?
O=C(NC12CC3CC(CC(C3)C1)C2)N1CCCC(CO)C1 (configuration not stated)	-5%	-1	-4%	-2%	2%	0%	21%	2%	i
O=C(Nc1ccc(OCc2ccccc2)cc1)Nc1cccnc1	-3%	117	13%	-11%	-12%	-19%	-10%	1%	i
CC(=O)NC(C)C(=O)OCC(=O)Nc1ccc(Br)cc1 (configuration not stated)	-3%	18	0%	3%	-29%	5%	18%	3%	i
Cc1ccc(CN(C(=O)COc2cc(C)c(Cl)c(C)c2)c2ccccn2)o1	·	·	·	·	-39%	11%	-4%	·	i
COc1ccc(CNC(=O)C[C@H]2C(=O)N(Cc3ccc(OC)cc3)C[C@@H]2Cc2ccccc2)cc1	8%	5	-2%	0%	-17%&-33%	-2%&-22%	?	0%	?
CCSC1=NCCN1C(=O)C(C)(C)Oc1ccc(Cl)cc1	?	-18	2%	0%	2%	0%	-35%	-9%	i
CCOC(=O)C1C(=O)CC(=O)C(C(=O)OCC)C1c1ccc(O)cc1 (configuration not stated)	·	-2	·	7%	1%	6%	·	17%	i
O=C(CNc1ccc(Cl)cc1)NNC(=S)NCc1ccccc1	0%	?	13%	-14%	14%	-14%	-33%	-5%	i

# Gathered by group: the compounds so far with a thiophene ring, fused or not
mol	SW480 rereplic	IL-1B inflam inh	MCF10A rerep	HT1080 IDH1KD tx	HepG2 viability	KB-3-1 tox	ATXN2 expr inh	HT1080-NT tox	ATXN viability
Cc1ccc(/C=C2\Sc3ccccc3C2=O)s1	9%	12	23µM*	2%	-24%	0%	48%[activator]	1%	?
CC1CCc2c(sc(NC(=O)C3c4ccccc4Oc4ccccc43)c2C#N)C1 (configuration not stated)	·	·	·	·	-13%	1%	10%	·	i

# The list continues:
mol	SW480 rereplic	IL-1B inflam inh	MCF10A rerep	HT1080 IDH1KD tx	HepG2 viability	KB-3-1 tox	ATXN2 expr inh	HT1080-NT tox	ATXN viability
Cc1ccc(S(=O)(=O)N/N=C\c2ccc(C)o2)cc1	10%	17	12%	-12%[9.24 µM]	13%	2%	5%	-7%	i
Cc1ccc(S(=O)(=O)N2CCCCC2)cc1NC(=O)CNc1ccccc1N1CCCC1=O	5%	-8	-3%	0%	-6%	-1%	·	5%	i
CC(C(=O)N1CCN(C=O)CC1)N1C(=O)c2ccccc2C1=O (configuration not stated)	1%	-6	-4%	18%	-3%	11%	1%	17%	?
O=C(COc1ccc(Br)cc1)N1CCN(c2ccccc2)CC1	-2%	-8	0%	0%	4%	-15%	2%	1%	i
Cc1c(C(=O)NCCN2CCOC2=O)oc2c(F)cccc12	2%	4	8%	0%	-13%	15%	8%	-3%	i
Cc1ccc(CN2CC(C(=O)Nc3ccc(C)cn3)CC2=O)cc1 (configuration not stated)	-60%[inhibitor]	-9	-4%	-4%	-6%	-5%	?	-4%	i
CC(=O)NC(c1ccco1)c1ccc2cccnc2c1O (configuration not stated)	3.3µM*	83	?	?	-14%	8.2µM*	10µM*	?	i
Cc1ccc(-c2cccc(OC(=O)c3ccccc3F)c2)cc1	3%	-15	5%	10%	1%	-1%	1%	1%	i
Cc1noc(C)c1COc1ccc(C(=O)Nc2ccccc2)cc1	-4%	5	0%	-16%	0%	6%	9%[11.3 µM]	0%	i
O=C(Nc1ccnn1C1CCN(Cc2cccc(OCCO)c2)CC1)C1CCCC1	-3%	26	-1%	3%	-1%	-7%	6%	7%	i
O=C(Cc1ccc([N+](=O)[O-])cc1)N1CCCCCC1	-1%	-14	11%	-3%	-22%	-2%	-22%	14%	i
CC(=O)N1CCc2c(sc(NC(=O)c3ccc([N+](=O)[O-])o3)c2C(N)=O)C1	·	-80*	·	5.8µM*	-91%	19%	·	6.5µM*	20µM*
Cc1ccc(S(=O)(=O)N2CCN(S(=O)(=O)c3ccc(C)cc3)C3OCCOC32)cc1 (configuration not stated)	?	-13	10%	-20%	-2%	0%	-5%	4%	i
CN(C)c1cccc(C(=O)OCC(=O)Nc2ccccc2Sc2ccccc2)c1	-5%	8	-12%	-2%	-2%	-15%	7%	0%	i
COc1cc(C2NC(=O)NC(c3ccccc3)=C2C(C)=O)c(Br)c(Br)c1O (configuration not stated)	?	28	1%	1%	-6%	4%	·	-6%	i
O=C(NCc1cccnc1)c1ccc2sc([C@@H]3O[C@H](CO)[C@H](O)[C@H](O)[C@H]3O)nc2c1	·	35	·	14%	-6%	5%	2%	21%	i
Cc1ccc(S(=O)(=O)c2nc(-c3ccccc3)oc2SCC(=O)NCC2CCCO2)cc1 (configuration not stated)	-1%	1	21%	-17%	-29%	-16%	-15%	-26%	i
CCOc1ccc(C(=S)N2CCCC2)cc1OC	1%	0	6%	1%	-2%	5%	-1%	-4%	i
COc1cc2c(cc1OC)C(C)N(CC(=O)Nc1ccc(S(=O)(=O)N3CCCC3)cc1)CC2 (configuration not stated)	-5%	0	-11%	-1%	-12%	-12%	?	-7%	i
COc1ccc(NC(=O)C[C@H]2C(=O)N(c3ccccc3)C[C@@H]2C)cc1	·	-16	·	3%	2%	6%	-2%	4%	i
CC1CCN(S(=O)(=O)c2ccc3c(c2)N(CC(=O)NC(C)C)C(=O)CO3)CC1	·	·	·	·	-7%	-1%	-1%	·	?
Cc1cc(N)nc(C)c1C#N	40%	-11	?	-5%	3%	9%	·	-6%	i
COc1cccc(C2=NOC(C(=O)Nc3cccc(C(C)=O)c3)C2)c1 (configuration not stated)	1%	0	5%	3%	1%	-8%	4%	-2%	i
COc1cccc2sc3cc(NCc4ccc(C)o4)ccc3c(=O)c12	18µM*	-24	21µM*	0%	-17%	8%	10%	-10%	·
Cc1cc(C(=O)Nc2nccs2)c2cc(F)ccc2n1	-11%	40	0%	-7%	-1%	2%	-12%	-1%	i
COC(=O)c1ccc2c(=O)[nH]c(COC(=O)CCC(=O)c3ccc(Cl)cc3)nc2c1	?	-1	-24%	6%	4%	-1%	4%	12%	i
Nc1nonc1-n1nnc(C(=O)N/N=C/c2cc(Br)ccc2O)c1CNc1ccccc1	?	69	7.3µM*	23µM*	-7%	?	0%	?	?
COCCN(C(=O)COC(=O)/C=C/c1ccc(C(F)(F)F)cc1)c1c(N)n(Cc2ccccc2)c(=O)[nH]c1=O	6%	-2	?	-7%	-27%	-34%	-19%	-11%	i
CCN(CC(=O)Nc1ccc(NC(C)=O)cc1)C(=O)c1ccc(N2CCC(C)CC2)c([N+](=O)[O-])c1	-17%	-28	-8%	1%	-17%	5%	-3%	-1%[9.24 µM]	i
CCSc1ncc(/C=N/Nc2ccccc2)n1C	-2%	16	?	-27%	2%	-14%	31%[activator]	-24%	i
O=C(Nc1cc(C(=O)N2CCCC2)ccc1N1CCCC1)C1CC1	-10%	-27	0%	-4%	-9%	1%	-5%	-9%	i
